Screening results deposited in PubChem by National Center for Advancing Translational Sciences (NCATS).
SW480 rereplic: DNA re-replication induction in SW480 cells | 1.8% of 340,000 active | Potency, µM (titrated, usually from 46.1 µM), for inactives: at the highest dose re-replication activation, hits mostly activators | SW480 DNA re-replication, Hoechst DNA content imaging, 48 h | AID 624297; also: potency is read from the fitted curve at half-maximal effect; % of control where 0% means no effect; nearly all actives have a fitted effect of over 55% in size
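Readout is total intensity of Hoechst-stained nuclei, excited at 405 nm and collected at 500-530 nm. Compound treatment lasted 48 hr at 37 C in 5% CO2 before staining.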
HEK293 tox: cytotoxic in the GLP-1 receptor inverse agonist counter-screen; 0.13% of 410,000 active; Potency, µM (titrated, usually from 38.3 µM), inactives show top-dose activity change, negative = inhibition, most hits filed as inhibitors; HEK293 cAMP-luciferase reporter cells, luminescence, 24 h;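 also: loss of luciferase light is scored as toxicity; potency is read from the fitted curve at half-maximal effect; % is scaled to controls: 0 for no effect and ±100 for the full control effect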
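Compound-treated cells are incubated 24 hr at 37 deg C under 5% CO2 after a 12 hour attachment period, then luciferase detection reagent is added and luminescence is measured following 12 min at room temperature; lowered signal indicates toxicity.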
HT1080NT lethal: kills 2HG-producing HT-1080-NT fibrosarcoma cells | HT-1080-NT fibrosarcoma viability, CellTiter-Glo ATP luminescence, 48 h | AID 686970 | Potency, µM (highest dose often 46.1 µM), without a hit: top-dose activity, negative = less viability, most hits filed as cytotoxic | 1.6% of 360,000 active;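 also: NT is the 2HG producing partner of a matched IDH1 knockdown line; potency is read from the fitted curve at half-maximal effect; 0% = DMSO-treated cells and -100% = media-only wells without cells; nearly all actives have a fitted effect of over 55% in size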
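A 48-hour cytotoxicity screen used HT-1080-NT cells plated 2 hours before compound delivery. ATP-based CellTiter-Glo luminescence measured viability, normalized to DMSO and no-cell controls.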
KB-V1 MDR tox: kills drug-selected multidrug resistant KB-V1 cells; 3.4% of 400,000 active; KB-V1 MDR cells viability, CellTiter-Glo, 72 h; Potency, µM (highest dose often 46.1 µM), for inactives: top-dose activity change, negative = cytotoxicity, actives largely listed as cytotoxic; also: potency is read from the fitted curve at half-maximal effect; % is scaled to controls: 0 for no effect and ±100 for the full control effect; nearly all actives have a fitted effect of over 60% in size
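Cytotoxicity via CellTiter-Glo luminescence after 72 h compound exposure at 37 degrees C. Cells: drug-selected KB-V1 line, DMEM phenol-red free plus 10% FBS. Compounds tested at multiple concentrations; normalized data fitted to concentration-effect curves.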
KB-3-1 cytotox: KB-3-1 parental cell cytotoxicity | KB-3-1 viability, CellTiter-Glo ATP luminescence, 72 h | Potency, µM (series often up to 46.1 µM), for the others: top-dose activity change, negative = cytotoxic, actives largely listed as cytotoxic | 1.4% of 400,000 active; also: potency is read from the fitted curve at half-maximal effect; % is scaled to controls: 0 for no effect and ±100 for the full control effect; nearly all actives have a fitted effect of over 60% in size
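Using CellTiter-Glo luminescence, growth of non-resistant KB-3-1 adenocarcinoma cells is assessed 72 h after pin-tool compound addition at 37 °C. Normalized responses across the concentration series yield fitted curves.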
MCF10A rereplic: DNA re-replication induction in MCF 10a cells; MCF 10A DNA re-replication, Hoechst nuclear intensity, 48 h; Potency, µM (highest dose often 46.1 µM), inactives show at the highest dose activity, positive = re-replication, hits mostly activators; 2.9% of 350,000 active; AID 624296; also: potency is read from the fitted curve at half-maximal effect; % of control where 0% means no effect; nearly all actives have a fitted effect of over 50% in size
HT1080 IDH1KD tx: kills HT-1080 cells with IDH1 knockdown; HT-1080 IDH1 knockdown viability, ATP luminescence, 48 h; Potency, µM (top dose mostly 46.1 µM), inactives show top-dose activity, negative = toxicity, actives largely listed as cytotoxic; 2% of 360,000 active; AID 686971;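 also: potency is read from the fitted curve at half-maximal effect; 0% = DMSO wells and -100% = cell-free medium wells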
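Using the IDH1-knockdown HT-1080 line run in the same batch and compound series as the NT line, viability after 48 h at 37 °C was determined by CellTiter-Glo luminescence and expressed as % activity.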
IL1B secr inh: blocks inflammasome-driven IL-1 beta release | activity change, % at 57.5 µM | 4.7% of 360,000 active | THP-1 LPS/ATP IL-1B secretion, AlphaLISA, 16 h; stronger effect = lower value; in the data active = activity change below about -50%; inconclusive = mostly about -30% to -49%; also: % is scaled to controls: 0 for no effect and ±100 for the full control effect
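Secreted IL-1B measured by AlphaLISA bead assay after 16 h compound exposure of THP-1 cells; compounds (final up to 57.5 uM) added 1 h before LPS (250 ng/mL) and ATP (1.25 mM) stimulation; lower signal means less secretion.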
DRD3 agonist: D3 dopamine receptor (human) agonism; P35462; D3R DiscoveRx beta-arrestin cells, luminescence, 90 min; max activation, %; 0.58% of 410,000 active; in the data active = max activation above about 30%; also: 0% is about no effect; mostly tested at two doses, the higher about 12 µM
Target sequence (P35462 whole entry, looked up): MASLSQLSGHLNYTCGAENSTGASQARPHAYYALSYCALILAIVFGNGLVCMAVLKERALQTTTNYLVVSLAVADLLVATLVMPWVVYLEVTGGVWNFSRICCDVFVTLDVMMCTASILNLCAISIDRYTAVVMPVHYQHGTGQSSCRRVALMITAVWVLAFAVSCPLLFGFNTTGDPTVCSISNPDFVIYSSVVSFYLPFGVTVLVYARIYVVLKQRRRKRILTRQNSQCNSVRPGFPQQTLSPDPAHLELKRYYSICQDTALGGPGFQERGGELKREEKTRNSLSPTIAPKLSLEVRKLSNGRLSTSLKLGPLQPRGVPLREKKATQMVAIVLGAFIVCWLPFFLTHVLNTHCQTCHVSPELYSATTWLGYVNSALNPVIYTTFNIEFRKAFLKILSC
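Cells at 1500/well, incubated overnight, then treated with pinned compounds (dopamine as control) for 90 min at 37 degrees C. DiscoveRx reagent added for 30 - 60 minutes at room temperature; luminescence read.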
Starred values were filed as active, the others as inactive; i = inactive; ? = inconclusive; nt = not tested or not shown; & = joins results of further samples; [ ] = dose if it differs, or a comment. Unless noted, calls follow the shape of the dose curve; as a rule, active = well fitted curve in the direction sought with a large enough effect; inconclusive = small, poorly fitted or top-dose-only effect, or another doubt; inactive = no such curve, though single readings can be large; an effect the other way counts as inactive or inconclusive.

SMILES	SW480 rereplic	HEK293 tox	HT1080NT lethal	KB-V1 MDR tox	KB-3-1 cytotox	MCF10A rereplic	HT1080 IDH1KD tx	IL1B secr inh	DRD3 agonist
COc1c(C)cccc1C(=O)NC(=S)Nc1ccc2c(c1)Cc1ccccc1-2	-9%	-3%	19%	3%	6%	-8%	13%	6	8
CC(=O)Nc1ccc(NC(=O)CSc2nnc(-c3ccc(NS(C)(=O)=O)cc3)n2C)cc1C	-10%	4%	0%	12%	-1%	0%	7%	-6	2
Cc1ccc(C(=O)Oc2cc(N)n(S(=O)(=O)c3ccc(C)cc3)n2)cc1	-4%	-12%	9%	-7%	13%	14%	12%	14	3
N#Cc1c(-c2ccccc2)ccn(Cc2ccccc2Cl)c1=O	-4%	-1%	-3%	-5%	6%	?	-7%	-15	-1
CCOc1cc(CNc2ccc(OC)cc2)cc(Br)c1OCC(=O)NC(C)(C)C	15%	1%	?	?	1%	?	0%	?	14
Cc1[nH]c2ccccc2c1SCC(=O)N1CCCc2ccccc21	-8%	3%	0%	20%	?	0%	-10%	?	12
CCOC(=O)C1CCCN(CCC(=O)Nc2cc(C)ccc2C)C1 (stereo not given)	-6%	6%	-2%	-1%	2%	2%	0%	7	-2
COC(=O)c1cc2ccsc2n1CC(=O)N1CCCc2ccccc21	1%	?	4%	?	8%	-9%	14%	-8	1
COc1ccc(NC(=O)N(Cc2cccnc2)Cc2ccccc2Cl)c(OC)c1	-1%	?	0%	-6%	10%	2%	-1%	-25	-4
COc1ccc(NS(=O)(=O)c2cc(NC(=O)CCc3ccc(OC)c(OC)c3)ccc2N2CCOCC2)cc1	-2%	-19%	-2%	6%	0%	-1%	2%	-12	-2
CCOc1ccccc1OCC(=O)Nc1c(C)n(C)n(-c2ccccc2)c1=O	-7%	-14%	6%	-26%	4%	-4%	8%	5	4
CC(/C=C/C=C/c1ccccc1)=N/NC(=O)C(O)c1ccccc1 (stereo not given)	-5%	-11%	-1%	-16%	-7%	15%	-3%	-1	-8
Cc1ccnc(SC2CC(=O)N(c3ccc([N+](=O)[O-])cc3)C2=O)n1 (stereo not given)	0%	-3%	0%	12%	-1%	-1%	-2%	-1	-4
O=C(NCc1ccco1)c1ccc([N+](=O)[O-])o1	?	12%	?	?	?	?	?	-61*	11
O=C(Nc1cccn2ncnc12)c1ccc(Cl)cc1Cl	-12%	-11%	1%	0%	-2%	-11%	-10%	25	-7
Cc1ccc([N+](=O)[O-])cc1S(=O)(=O)Nc1cccc(-c2ccc(N3CCOCC3)nn2)c1	-61%[inhibitor]	-2%	-26%	4%	8%	-1%	-14%	6	6
COc1ccc(C(=O)Nc2ccccc2C(=O)Nc2cccnc2)cc1	-4%	1%	-28%	?	-14%	-4%	?	-25	-2
CN(C)S(=O)(=O)c1ccc(N2CCCC2)c(C(=O)N2CCN(S(=O)(=O)c3ccc(F)cc3)CC2)c1	-1%	-11%	-3%	-14%	-1%	1%	-2%	-2	3
Cc1cc(NC(=O)CCC(=O)N(CC(=O)NC2CCCC2)Cc2ccc3c(c2)OCO3)no1	-7%	6%	0%	-6%	2%	11%	3%	1	7
COc1ccc(C(=O)Nc2cc([N+](=O)[O-])ccc2N2CCN(C)CC2)cc1	2%	-24%	2%	0%	0%	-4%	-17%	-1	5
O=C(COc1ccccc1F)Nc1cc(S(=O)(=O)Nc2cccc(Cl)c2)ccc1O	-8%	-11%	6%	?	7%	24%	4%	32	8
COc1ccc([N+](=O)[O-])cc1NC(=O)C(C)Sc1nc(-c2ccccc2)cs1 (stereo not given)	4%	3%	0%	-14%	-12%	0%	-2%	10	-18
Cc1noc(/C=C/c2cccs2)c1S(=O)(=O)N1CCC(C(=O)NCCCN2CCCC(C)C2)CC1 (stereo not given)	?	?	-3%	-2%	0%	15%	-25%	-51*	-6
COc1ccc(C(C(=O)NC(C)(C)C)N(Cc2cccnc2)C(=O)CCC(=O)Nc2cc(C)on2)cc1 (stereo not given)	-2%	0%	9%	7%	11%	-3%	13%	7	4
CCc1ccccc1NC(=O)CN(c1ccc(OC)cc1OC)S(=O)(=O)c1ccccc1	9%	-2%	0%	-6%	?	?	-14%	-9	-1
COc1ccc(NC(=O)c2cc(S(=O)(=O)N3CCc4ccccc43)cn2C)c(OC)c1	2%	0%	11%	-8%	?	9%	7%	-11	-4
Cc1ccc(CNS(=O)(=O)c2ccc3c(c2)NC(=O)CO3)cc1	29%	-3%	-6%	0%	-20%	3%	-22%	1	4
Cc1ccc(S(=O)(=O)N2CCCN(S(=O)(=O)c3ccc4c(c3)OCCO4)CC2)cc1	3%	2%	-17%	?	-34%&-13%	25%	2%	-23	-7
CN1CCN([C@H]2CS(=O)(=O)N[C@@H]2COCc2ccccc2)CC1	nt	3%	27%	4%	0%	nt	3%	22	-4
COC(=O)c1ccc(NC(=O)CSc2nn3c(=O)c(C)nnc3s2)cc1	2%	-16%	-4%	-3%	-2%	4%	1%	11	-15

Record cards, as listed above. Values in the order: SW480 rereplic, HEK293 tox, HT1080NT lethal, KB-V1 MDR tox, KB-3-1 cytotox, MCF10A rereplic, HT1080 IDH1KD tx, IL1B secr inh, DRD3 agonist
Cc1ccc(CNS(=O)(=O)c2ccc3c(c2)NC(=O)CO3)cc1 is entered as 29%, -3%, -6%, 0%, -20%, 3%, -22%, 1, 4
Cc1ccc(S(=O)(=O)N2CCCN(S(=O)(=O)c3ccc4c(c3)OCCO4)CC2)cc1 is entered as 3%, 2%, -17%, ?, -34%&-13%, 25%, 2%, -23, -7
CCc1ccccc1NC(=O)CN(c1ccc(OC)cc1OC)S(=O)(=O)c1ccccc1 is entered as 9%, -2%, 0%, -6%, ?, ?, -14%, -9, -1

Carrying on.
SMILES	SW480 rereplic	HEK293 tox	HT1080NT lethal	KB-V1 MDR tox	KB-3-1 cytotox	MCF10A rereplic	HT1080 IDH1KD tx	IL1B secr inh	DRD3 agonist
CCCCCCN1C=C/C(=C\C=C(C#N)C#N)c2ccccc21	-7%	?	-3%	?	16µM*	-3%	-15%	20	-16
O=C(Nc1ccccc1)NC1CC2CCC(C1)N2Cc1nnnn1Cc1ccc2c(c1)OCO2 (stereo not given)	3%	-13%	-1%	2%	-8%	0%	-8%	-19	-2
CC(C)CC(NC(=O)c1cccc(Cl)c1)C(=O)O (stereo not given)	-1%	2%	2%	?	0%	-13%	3%	20	-4
Cc1ccc2nc(NC(=O)CSc3nccn3Cc3ccc(F)cc3)sc2c1	nt	1%	nt	?	-3%	nt	nt	nt	-2
CCCC(=O)Nc1nc2ccc(OCC)cc2s1	-1%	0%	0%	-23%	0%	6%	-5%	-7	-1
CCc1ccc(N2C(=O)C3C4CCC(C4=C(C)C)C3C2=O)cc1 (stereo not given)	1%	-7%	3%	-21%	-9%	3%	9%	15	3
O=C(CNS(=O)(=O)c1ccc(Br)cc1)NCc1cccnc1	-3%	-9%	12%	-3%	-3%	-1%	5%	i	-2
O=C1CN(C(=O)COC(=O)c2ccc(Br)o2)c2ccccc2N1	0%	-34%	6%	12%	4%	4%	9%	14	0
CCOC(=O)C1Cc2ccccc2CN1 (stereo not given)	?	3%	6%	3%	10%	?	-2%	-14	-17
Cc1ccc(NCc2n[nH]c(=S)n2-c2ccccc2)cc1	4%	-4%	9%	23%	2%	1%	22%	30	7
CCCC1CCC(=C(C#N)C(N)=O)CC1 (stereo not given)	-17%	9%	1%	-15%	-3%	26%	-2%	-1	-17
C[C@H]1CCCCO[C@H](CN(C)C(=O)C2CCCCC2)[C@@H](C)CN([C@@H](C)CO)C(=O)c2cc(NC(=O)NC3CCCCC3)ccc2O1	nt	1%	-2%	?	4%	nt	-1%	-25	3
Cc1ccc2c(c1)N(S(=O)(=O)c1cc(-c3onc(C)c3C)ccc1C)CCO2	?	16%&3%	?	?	23µM*	6%	?	?	2&-11
COc1ccc(/C=N/NC(=O)CNC(=O)/C=C/c2ccccc2OC)cc1	-8%	-7%	10%	-2%	26%	-2%	-2%	43	-27
COc1ccc(C(CNC(=O)c2cccc(S(=O)(=O)Nc3cccc(C)c3)c2)N2CCOCC2)cc1 (stereo not given)	-3%	-27%	1%	21µM*	-23%	14%	-11%	3	-9
CC(C)(C)C(=O)Nc1ccc(-c2cc3cc(Cl)ccc3o2)cc1	-26%	0%	6%	19%	0%	-3%	11%	0	-13
COc1ccc(CCNC(=O)c2cc3n(n2)CCCN(Cc2ccc(C)cc2)C3=O)cc1OC	nt	-1%	nt	-13%	5%	nt	nt	nt	-15
S=C(Nc1ccc(Cl)cc1)c1nc2ccccc2s1	1%	-32%	?	-5%	1%	?	-23%	-5	5
CN(C)/C=C/C(=O)c1ccc(S(=O)c2ccccc2)cc1 (stereo not given)	20%	-13%	-2%	0%	6%	-10%	-29%	-1	-1
COc1ccccc1NC(=O)c1ccc2c(c1)nnn2C	-47%[inhibitor]	5%	15%	2%	0%	-5%	1%	-15	-5
OCCC1CN(Cc2ccsc2)CCN1C1CCCC1 (stereo not given)	?	1%	0%	?	9%	8%	22%	-3	-22
COc1ccc(C(=O)NCCC2=CCCCC2)cc1OC1CCN(C(C)C)CC1	0%	-10%	?	-10%	-11%	?	-24%	-23	-20
COc1ccc(NC(=O)CC2C(=O)N(c3ccc(C)cc3)C(=O)N2CCc2ccccc2)cc1 (stereo not given)	nt	-2%	nt	0%	?	nt	nt	nt	-7
CC1(c2nnnn2-c2ccc3c(c2)OCCO3)CCC(=O)N1C1CCN(Cc2ccccc2)CC1 (stereo not given)	nt	-6%	12%	7%	15%	nt	6%	14	-1
Cc1ccc(S(=O)(=O)N2CCN(c3ccccc3)CC2)cc1C(N)=O	-9%	-8%	15%	?	-5%	5%	-2%	-11	34*
CC(C)C1C(C#N)=C(N)Oc2n[nH]c(-c3cccs3)c21 (stereo not given)	-6%	2%	-6%	1%	7%	1%	-13%	-10	2
